Bioassay records: PubChem BioAssay, several laboratories
PP5 inh – PP5 (human) phosphatase inhibition; P53041; purified PP5c, OMFP substrate fluorescence; inhibition, % at 6.7 µM; 320,000 tested, 0.18% active;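 active = inhibition above the campaign's mean inhibition across all tested compounds plus 3 SD, cut at about 9.5% in these data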;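 note: 0% = DMSO only and 100% = 100 µM cantharidin control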
PP1 inh – PP1-alpha (human) inhibition in PP5 counter-screen; inhibition, % at 6.7 µM; 320,000 tested, 0.9% active; purified PP1alpha, OMFP fluorescence;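 active = inhibition above the mean inhibition of all tested compounds plus 3 SD, computed separately for each screening campaign, cut at about 15% in these data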
Target sequence (P62136 whole entry, looked up): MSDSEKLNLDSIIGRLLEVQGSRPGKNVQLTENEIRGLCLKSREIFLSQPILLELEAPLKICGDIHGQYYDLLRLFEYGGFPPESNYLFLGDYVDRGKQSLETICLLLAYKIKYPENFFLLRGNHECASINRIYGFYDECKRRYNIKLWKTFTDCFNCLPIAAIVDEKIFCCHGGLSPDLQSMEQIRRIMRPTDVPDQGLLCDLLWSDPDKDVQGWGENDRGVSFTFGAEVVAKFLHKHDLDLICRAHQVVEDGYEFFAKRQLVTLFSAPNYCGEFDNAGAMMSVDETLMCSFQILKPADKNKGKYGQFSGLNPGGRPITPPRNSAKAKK
PREPL inh – inhibitors of human prolyl oligopeptidase-like enzyme PREPL; recombinant PREPL, fluorescence polarization activity-based probe; inhibition, % at 5.96 µM; Q4J6C6; 320,000 tested, 0.68% active; AID 2751; in the data active = inhibition above about 43%;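 note: 0% = enzyme with DMSO and 100% = wells lacking enzyme; many of its hits are not listed in these tables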
ZTA DNA inh – ZTA (EBV) inhibition in EBNA-1 counter-screen; P03206; ZTA-DNA binding, fluorescence polarization; inhibition, % at 11 µM; 320,000 tested, 0.15% active; AID 2234; in the data active = inhibition above about 33%
Target sequence (P03206 whole entry, looked up): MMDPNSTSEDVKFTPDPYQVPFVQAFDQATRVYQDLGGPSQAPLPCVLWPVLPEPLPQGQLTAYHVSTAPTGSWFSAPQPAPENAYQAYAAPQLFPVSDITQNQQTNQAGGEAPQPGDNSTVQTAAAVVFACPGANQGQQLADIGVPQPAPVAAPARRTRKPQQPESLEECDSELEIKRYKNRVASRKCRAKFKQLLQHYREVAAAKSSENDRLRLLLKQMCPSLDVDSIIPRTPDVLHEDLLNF
EBNA-1 inh – blocks EBNA-1 binding to DNA; inhibition, % at 14.8 µM; 300,000 tested, 0.34% active; EBNA-1 DNA binding, fluorescence polarization; AID 1950; in the data active = inhibition above about 28%
CTSL1 counter – cathepsin L1 inhibition, PFM18AAP counter-screen; inhibition, % at 5.96 µM; recombinant F. hepatica cathepsin L1, Z-Leu-Arg-MCA fluorescence; 300,000 tested, 0.49% active;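 active = inhibition above the mean of all tested compounds plus 3 SD, set per screening campaign, cut at about 17% in these data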;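 note: 0% = plate median of test compound wells and 100% = 1 µM Z-Phe-Ala-diazomethylketone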
TPT1 inhibitor – C. albicans TPT1 enzyme inhibition; recombinant caTPT1, FP RNA substrate dephosphorylation; inhibition, % at 5 µM; 300,000 tested, 0.81% active; AID 1962;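 active = inhibition above the mean of all tested compounds plus 3 SD, set per screening campaign, cut at about 24% in these data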;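 note: plate controls were DMSO alone for no effect and ferristatin control at 100 nM for full effect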
HCV core dimer – blocks dimerization of HCV core protein; TR-FRET GST/Flag-core106 dimerization, 1536-well; inhibition, % at 5 µM; 300,000 tested, 0.33% active; AID 1899;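 active = inhibition above the mean of all tested compounds plus 3 SD, set per screening campaign, cut at about 45% in these data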
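Material: GST/Flag-tagged HCV core106 proteins. Incubation: 4 h, 22.5 °C incubation. Read-out basis: inhibition (%) from 671 over 617 nm ratio. Measured by: TR-FRET, excitation 340 nm, emission 617 and 671 nm.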
Efflux pump mplx – inhibitors of Candida antifungal efflux pumps expressed in yeast; S. cerevisiae Candida pump triplex, Nile Red efflux; inhibition, % at 10 µM; 330,000 tested, 0.44% active; AID 485275;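 active = plate passing quality check with inhibition over a set limit, or well fluorescence over plate mean plus 4 SD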;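 note: Nile Red retained in pooled yeast measured as flow cytometry median fluorescence; 0% = buffer negative control and 100% = Enniatin B positive control; higher means more Nile Red kept so more efflux inhibition; some compounds called inactive have numbers as strong as hits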
Starred values were filed as active, the others as inactive; nt = no result given. These rows are one share of the data (hit frequency here may not be typical).

molecule | PP1 inh | TPT1 inhibitor | Efflux pump mplx | EBNA-1 inh | HCV core dimer | PP5 inh | PREPL inh | CTSL1 counter | ZTA DNA inh
O=C(NC(Cc1c[nH]c2ccccc12)c1nnc2n1CCCCC2)c1ccc(Cl)cc1 (centres undefined) | 3 | 2 | 0.5 | -4 | 1 | 3.4 | 8 | 2 | 1
Cc1ccc(CNC(=O)CCC(=O)N2CC(C)Sc3ccccc32)cc1 (centres undefined) | 0 | -4 | -0.1 | 15 | 5 | -0.2 | 9 | 0 | -4
Cc1ccc(S(=O)(=O)CCC(=O)OCn2nnc3ccccc3c2=O)cc1 | -4 | 1 | 0.0 | -14 | -2 | 0.4 | 6 | -36 | 3
COC(C(=O)Nc1ccc(S(=O)(=O)Nc2ccc(C)c(C)c2)cc1)c1ccccc1 (centres undefined) | 5 | -6 | -0.1 | 8 | 5 | 3.9 | 2 | 2 | 7
Cc1ccc(C(=O)OCN2C(=O)c3ccccc3C2=O)cc1S(=O)(=O)N1CCOCC1 | -6 | -2 | -0.2 | 3 | 2 | 1.3 | 1 | -21 | 12
CCOC(=O)C1(Cc2ccccc2)CCCN(C(=O)c2ccc(-n3ccnc3)cc2)C1 (centres undefined) | 1 | 4 | 0.0 | 7 | -10 | 1.6 | -1 | 1 | -3
CCOC(=O)CSc1nnc(NC(=O)c2cc([N+](=O)[O-])cc([N+](=O)[O-])c2)s1 | 0 | -3 | 0.1 | -2 | -2 | 3.9 | 16 | -4 | -22
CC1(C)CC(=O)C(C(C2=C(O)CC(C)(C)CC2=O)c2ccc(Cl)c([N+](=O)[O-])c2)C(=O)C1 (centres undefined) | -1 | -2 | 0.1 | -5 | 12 | 4.2 | -2 | 2 | 5
Cc1cccc(N2CCN(C(=S)Nc3ccc4nc(N5CCOCC5)cc(C)c4c3)CC2C)c1 (centres undefined) | -2 | 0 | 0.0 | -4 | 19 | 4.2 | 43* | 0 | -2
Cc1cc(C)c(C)c(S(=O)(=O)N2CCC(C(=O)NCc3ccco3)CC2)c1C | 3 | nt | 0.2 | nt | nt | 4.8 | 9 | nt | 10
COc1ccc(CCCc2nnc(SCC(=O)Nc3cccc(C)c3)o2)cc1 | 2 | 2 | 0.0 | -15 | -4 | 4.9 | -10 | -2 | -3
O=C(NCc1ccccc1)C(Cc1ccccc1)NS(=O)(=O)c1cccc2nsnc12 (centres undefined) | -4 | 3 | 0.0 | 0 | -5 | 0.8 | 8 | -1 | 0
Cc1cc(C)c(C(=O)N2CCCC(C(=O)c3cc(F)ccc3F)C2)o1 (centres undefined) | 1 | 0 | 0.1 | -1 | 7 | -1.2 | 8 | 2 | 3
CCOc1cc(S(=O)(=O)N2CCCC2)c(C)cc1C | 1 | -6 | 0.1 | -4 | 1 | 0.1 | 2 | -1 | 13
COc1ccc2c(c1)c(=O)oc1cc(OCC(=O)N3CCc4ccccc4C3)ccc12 | 8 | 1 | 0.1 | 4 | 19 | 5.4 | 5 | -2 | 3
CN1CCN(C(=S)NC(CC(=O)c2ccccc2)c2ccccc2)CC1 (centres undefined) | -5 | -3 | 0.0 | 7 | 0 | -0.4 | 1 | 3 | -9
CCN(CC)c1ccc(NC(=O)C2=CC=CN3CCS(=O)(=O)N=C23)cc1 | 2 | nt | 0.0 | nt | nt | 3.6 | 11 | nt | -1
O=S(=O)(Nc1cc(F)ccc1F)c1cccc2nsnc12 | 3 | 0 | 0.1 | -1 | 1 | -0.1 | 13 | -2 | 4
CSc1nc(C)c(CCOC(=O)c2cccc(Cl)c2)c(=O)[nH]1 | -1 | 0 | 0.2 | -2 | -1 | 0.9 | 1 | 3 | 12
CCOC(=O)c1cccc(NC(=O)Cn2cc3c(n2)CCC(C)C3)c1 (centres undefined) | -3 | 4 | 0.6 | 4 | 0 | 4.6 | -2 | 3 | 2
CCOc1cc(NC(=O)c2cccs2)c(OCC)cc1NC(=O)c1cccnc1 | -2 | 1 | 0.1 | -8 | -2 | -0.1 | 1 | 4 | 14
O=C1CC(c2ccccc2)CC(O)=C1C=NCCN1CCNCC1 (centres undefined) | -3 | 0 | 0.1 | -11 | 0 | 1.2 | 12 | 4 | -12
Cc1c(OCC(=O)NC(Cc2c[nH]c3ccc(O)cc23)C(=O)O)ccc2c3c(c(=O)oc12)CCC3 (centres undefined) | -4 | -1 | -0.1 | -9 | 0 | 0.1 | -2 | 5 | 5
CCC(C(=O)NC1CCCC1)n1c(SCc2cccc(C)c2)nc2ccncc21 (centres undefined) | 0 | 0 | 0.1 | -10 | -11 | 1.1 | -10 | -2 | -3
Cc1ccccc1NC(=O)CSCCN1C(=O)c2ccccc2C1=O | -2 | 0 | 0.1 | 9 | 2 | 1.4 | -15 | -1 | -20
COC(=O)CC1Oc2ccccc2N(Cc2ccccc2)C1=O (centres undefined) | 0 | 1 | -0.1 | 0 | -2 | -1.7 | -6 | 4 | 13
Cc1ccc(C(=O)NNC(=S)NC(=O)COc2ccccc2)cc1 | 1 | -2 | 0.0 | -11 | 3 | 3.9 | -6 | 0 | 0
Cc1ccc2c(c1)nnc1nnc(SCC(=O)O)n12 | -4 | -7 | -0.1 | -4 | -1 | -0.3 | 0 | -3 | 1
Cc1nn(CCCC(=O)NCc2ccccc2)c(=O)c2nn(-c3ccccc3)c(C)c12 | -1 | -5 | -0.3 | 1 | 2 | 1.3 | 4 | -1 | 1
CCOC(=O)COc1cc(N2C(=O)CSCC2=O)c(Cl)cc1Cl | -3 | -2 | 0.0 | -6 | 17 | 0.6 | -3 | -11 | 5
CSc1ccccc1NC(=O)CN(C)CC(=O)Nc1ccccc1F | 1 | 0 | 0.3 | -3 | 2 | 0.5 | -48 | -1 | 1
CCOC(=O)NC(=O)CSc1nnc(C)s1 | -4 | -1 | 0.0 | 3 | -9 | -1.3 | 4 | 1 | 2
COc1ccc(C(=O)CSc2n[nH]c(C)n2)cc1[N+](=O)[O-] | -2 | -2 | -0.2 | -18 | 5 | -4.1 | 13 | 5 | -2
O=C1c2ccccc2C(=O)C1c1ccccc1 | 6 | 2 | 0.3 | -3 | -9 | 5.6 | 16 | -7 | -2
CCOC(=O)C1=C(C)N=C2SCCC(=O)N2C1c1cccs1 (centres undefined) | -3 | -1 | 0.1 | -7 | -3 | 4.5 | -11 | 5 | -20
COc1ccc(NC(=O)CSc2ncn[nH]2)c([N+](=O)[O-])c1 | 0 | -2 | -0.1 | 3 | 0 | -0.9 | 5 | -1 | -5
Cc1ccc(OCC(=O)NC2CCCC(C)C2C)c([N+](=O)[O-])n1 (centres undefined) | -3 | nt | -0.1 | nt | nt | 2.4 | 3 | nt | 4
O=C(CCn1c(=O)c2sccc2n(CC(=O)OCc2ccccc2)c1=O)NCc1ccco1 | -2 | 1 | 0.1 | -1 | 6 | -2.8 | 14 | 0 | 9
O=C(CCN1CCCCC1)N=Nc1c(O)[nH]c2ccccc12 | -2 | -3 | -0.1 | -11 | -5 | 1.9 | 13 | 2 | 9
COc1ccc(C(=O)N2CCCC2)cc1S(=O)(=O)N1CCC(C)CC1 | 1 | -4 | 0.3 | 1 | -4 | 2.3 | 20 | -4 | 1
COc1cc(/C=C2\SC(=S)N(CCC(=O)Nc3ccccc3)C2=O)cc(OC)c1OC | 1 | 16 | 0.2 | -3 | 10 | -0.8 | 12 | 1 | -6
Cc1ccccc1OCC(=O)NCCCNC(=O)c1ccccn1 | -3 | -2 | -0.1 | 1 | 8 | 1.7 | -4 | 6 | 9
CCOC(=O)c1ccc(-c2cccc(C(F)(F)F)c2)nc1C | 2 | -3 | 0.0 | 2 | -1 | 2.0 | 3 | 0 | -7
COc1ccc(Nc2ccc(S(=O)(=O)N3CCCCC3)cc2[N+](=O)[O-])cc1OC | 4 | -3 | 3.0 | -4 | -1 | 2.9 | 4 | 1 | -8
O=C(c1cccc(F)c1)N(Cc1nc2ccccc2c(=O)[nH]1)C1CCCC1 | 1 | 1 | -0.1 | -9 | 2 | -1.0 | -28 | -3 | 7
Cc1csc(NC(=O)c2ccc3ccccc3n2)n1 | 0 | 2 | 0.0 | 7 | 7 | 2.7 | 1 | 3 | 2
COc1ccc(Nc2nc(-c3ccccc3)nc3ccccc23)cc1 | -30 | 1 | 0.1 | 15 | -23 | 1.8 | 19 | 4 | 13
C/C(Nc1ccc(F)cc1)=C(/C#N)C(N)=O | 0 | 1 | 0.3 | -16 | -13 | 2.0 | -12 | 0 | -7
CCNCC(=O)Nc1c(C)cccc1C | -2 | -3 | 0.0 | 3 | 11 | -1.1 | -3 | -1 | -2
O=[N+]([O-])c1ccc(OCc2n[nH]c(=S)n2-c2ccccc2)cc1 | 0 | 1 | 0.0 | -7 | 6 | 0.3 | -3 | -2 | 19
COc1ccc(C2C(C(N)=O)=C(C)Nc3ncnn32)cc1 (centres undefined) | -4 | 0 | -0.2 | 0 | 2 | -0.5 | 2 | 2 | 8
COc1cc(OC)cc(C(=O)NCC(=O)OCC(=O)Nc2cc(S(C)(=O)=O)ccc2Cl)c1 | -2 | -2 | 0.0 | 0 | 5 | 1.0 | -3 | -9 | 2
CC1CCN(C(=O)COC(=O)c2ccccc2NC(=O)c2ccco2)CC1 | -2 | 3 | -0.1 | 1 | -1 | 3.6 | -7 | 0 | 0
